NOD2 RIPK2 PPI – blocks binding of human NOD2 to RIPK2; CHO BLA complementation NOD2-RIPK2, CCF4 ratio; inhibition, % at 4.98 µM; 360,000 compounds, 0.38% hits; AID 624267; in the data active = inhibition above about 21%;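 also: 0% = vehicle only and 100% = reference blocker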
C8 TRAIL sens – caspase-8 TRAIL sensitization; NB7+C8 cells + TRAIL, ATPlite viability luminescence; inhibition (viability loss, TRAIL sensitization), % at 10 µM; 360,000 compounds, 1% hits;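 active = compounds causing at least 50% loss of cell viability in the single-dose screen, relative to plate controls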
NCOA3 inh – human NCOA3 inhibition; Q9Y6Q9; HEK293 GAL4-SRC3 luciferase reporter, luminescence; inhibition, % at 3.6 µM; 360,000 compounds, 0.17% hits; AID 588352;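 active = inhibition above a per-campaign cutoff, the mean of all compounds plus 3 SD, cut at about 60% in these data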;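 also: 0% = DMSO-treated cells and 100% = gossypol-treated cells at 36 µM; higher means less SRC3-driven luciferase light from the GAL4 reporter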
LMP1 NFkB inh – inhibitors of Epstein-Barr LMP1-induced NF-kappaB reporter; LMP1-induced NF-kappaB luciferase reporter cells, luminescence; inhibition, % at 12.5 µM; 350,000 compounds, 0.69% hits; AID 504558; in the data active = inhibition above about 41%; inconclusive = no clear call, values can overlap the other calls;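 also: 0% = neutral control wells and 100% = reference inhibitor control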
NCOA1 inh – inhibitors of human steroid receptor coactivator 1 (SRC1); Q15788; HEK293 GAL4-SRC1 luciferase reporter, luminescence; inhibition, % at 3.6 µM; 360,000 compounds, 0.12% hits; AID 588354;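 active = inhibition above the campaign mean plus 3 SD, with each screening campaign given its own cutoff, cut at about 60% in these data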;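 also: 0% = DMSO treated cells and 100% = gossypol at 36 µM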
TLR9-MyD88 block – TLR9-MyD88 interaction inhibition | CHO BLA complementation TLR9-MyD88, CCF4 FRET ratio | inhibition, % at 4.98 µM | 340,000 compounds, 0.21% hits;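 active = inhibition above the mean over all tested compounds plus 3 SD, cut at about 21% in these data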;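 also: 0% = DMSO only wells and 100% = clavulanate BLA inhibitor control wells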
NCOA2 inhibitor – human SRC2 (NCOA2) inhibition | Q15596 | 370,000 compounds, 0.17% hits | HEK293 GAL4-SRC2 luciferase reporter, luminescence | inhibition, % at 9 µM;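 active = inhibition above the mean inhibition of all tested compounds plus 3 SD, set per campaign, cut at about 52% in these data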;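 also: 0% = DMSO treated cells and 100% = cells given Gossypol at 36 µM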
NR5A2 inv ag – inverse agonists of human LRH-1 (NR5A2); HEK293T StAR-luciferase reporter, LRH-1 transfected, 24 h; 360,000 compounds, 0.13% hits; inhibition, % at 3.6 µM; AID 602396;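 active = inhibition above the mean inhibition of all tested compounds plus 3 SD, cut at about 73% in these data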;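 also: 0% = DMSO wells and 100% = reporter-only cells lacking LRH-1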
Target sequence (O00482 whole entry, looked up): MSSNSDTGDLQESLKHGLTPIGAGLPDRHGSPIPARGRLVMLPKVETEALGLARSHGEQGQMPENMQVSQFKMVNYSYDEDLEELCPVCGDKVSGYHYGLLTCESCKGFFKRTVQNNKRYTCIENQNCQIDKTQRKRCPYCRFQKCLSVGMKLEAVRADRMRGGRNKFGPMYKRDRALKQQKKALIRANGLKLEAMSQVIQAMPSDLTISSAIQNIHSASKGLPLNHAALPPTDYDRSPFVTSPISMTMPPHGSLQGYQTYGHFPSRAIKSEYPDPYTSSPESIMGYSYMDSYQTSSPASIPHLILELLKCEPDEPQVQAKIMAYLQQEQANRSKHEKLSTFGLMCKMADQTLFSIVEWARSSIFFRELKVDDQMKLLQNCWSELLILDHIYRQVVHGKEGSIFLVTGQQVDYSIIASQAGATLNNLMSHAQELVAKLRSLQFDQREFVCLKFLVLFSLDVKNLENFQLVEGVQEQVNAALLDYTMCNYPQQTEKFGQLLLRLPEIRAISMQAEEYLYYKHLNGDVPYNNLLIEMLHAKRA
NR2F2 inh – inhibitors of human COUP-TFII (NR2F2). HEK293T NGFI-A luciferase reporter, luminescence. inhibition, % at 8.6 µM. 370,000 compounds, 0.7% hits. AID 686940;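 active = inhibition above a per-plate cutoff, mean inhibition of test wells between control levels plus 3 SD, cut at about 38% in these data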;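 also: cells cotransfected with COUP-TFII expression vector driving the NGFI-A reporter; 0% = median of COUP-TF2 test wells and 100% = reporter-only cells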
Target sequence (P24468 whole entry, looked up): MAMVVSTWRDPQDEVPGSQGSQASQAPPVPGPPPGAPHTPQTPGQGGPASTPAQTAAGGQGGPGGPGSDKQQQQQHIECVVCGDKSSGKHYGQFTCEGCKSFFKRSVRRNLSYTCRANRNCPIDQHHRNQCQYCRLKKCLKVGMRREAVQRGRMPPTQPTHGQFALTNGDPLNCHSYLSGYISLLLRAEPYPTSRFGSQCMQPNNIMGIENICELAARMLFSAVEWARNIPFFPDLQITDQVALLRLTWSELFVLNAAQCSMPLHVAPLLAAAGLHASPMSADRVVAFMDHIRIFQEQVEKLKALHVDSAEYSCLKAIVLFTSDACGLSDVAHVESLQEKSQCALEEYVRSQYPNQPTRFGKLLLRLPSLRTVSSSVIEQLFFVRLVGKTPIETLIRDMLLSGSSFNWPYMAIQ
Vif inh – inhibitors of HIV Vif; HEK293T cells, Vif self-association by quenched fluorescence, imaging, 24 h; inhibition, % at 7.49 µM; 340,000 compounds, 0.35% hits; AID 602346; in the data active = inhibition above about 50%, passing the limit was not always enough; inconclusive = no clear call, values can overlap the other calls; inactive = below about 31%; also: some results filed as inactive read as strong as hits
TROY signal inh – blocks TROY-dependent signaling in reporter cells. Q293 LMP1-TROYcd NF-kB luciferase reporter, 4 h. inhibition, % at 10 µM. 360,000 compounds, 0.98% hits. AID 1347056;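 active = compounds whose plate-normalised and pattern-corrected inhibition of the luciferase reporter signal at the single screening dose is 50% or more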
Active calls of the source: *; ? = inconclusive; . = not tested or not shown; & = joins results of further samples. The list is partial; the hit share may differ from the screen's.

Every second line gives: NOD2 RIPK2 PPI, C8 TRAIL sens, NCOA3 inh, LMP1 NFkB inh, NCOA1 inh, TLR9-MyD88 block, NCOA2 inhibitor, NR5A2 inv ag, NR2F2 inh, Vif inh, TROY signal inh
[1] Cc1cccc(NC(=S)NN2CCOCC2)c1C
    8, 3, -30, 10, 3, 6, -9, 6, -4, ., -15
[2] N#CC1(C#N)C(C(=O)C23CC4CC(CC(C4)C2)C3)C12CCOCC2 (stereo unspecified)
    4, 18, 11, -5, 1, -7, -5, 3, 7, 7, -4
[3] Cc1ccc2c(c1)P(=O)(O)c1cc(C)ccc1O2
    0, 2, 11, 7, -6, 0, 13, 3, -8, 0, 3
[4] Cc1ccc(S(=O)(=O)N/N=C\c2ccc(Cl)c([N+](=O)[O-])c2)cc1
    5, -17, 9, -11, -4, 6, -7, 7, 5, ., -7
[5] CN(Cc1cn(Cc2ccc(F)cc2)nn1)C1CN(Cc2cn(Cc3ccc(F)cc3)nn2)S(=O)(=O)C1 (stereo unspecified)
    1, 6, ., ., ., ., 2, -16, -1, ., -5
[6] Cc1ccc(NC(=O)C2COc3ccccc3O2)c(C)c1 (stereo unspecified)
    -1, -14, -44, -8, -36, -6, -16, -29, -2, -4, -46
[7] CC(C)N1CC(O)=C(c2nc3ccccc3c(=O)[nH]2)C1=N
    -1, -2, -10, -3, -1, 0, -22, 9, 18, 2, -26
[8] CC(NC(=O)C1CCCN1S(=O)(=O)c1ccccc1)c1ccccc1 (stereo unspecified)
    -10, 2, 3, 12, -8, 11, -6, 0, 11, 7, -18
[9] COc1cc(COCC(O)CN2CCOCC2)cc(OC)c1OC (stereo unspecified)
    -4, 2, -26, 2, -9, 6, 2, 7, 4, 12, 9
[10] O=C(O)CC1c2ccccc2CCN1S(=O)(=O)c1cccs1 (stereo unspecified)
    3, -21, -23, ., 9, ., 21, -1, 9, ., -2
[11] Cc1cc(F)ccc1S(=O)(=O)N1CCCOC1CNC(=O)C(=O)NCCc1ccco1 (stereo unspecified)
    -5, 0, -14, 0, 3, -2, 9, -10, -3, 0, -2
[12] Cc1cc(C)cc(N=C(NO)c2cccc([N+](=O)[O-])c2)c1
    -5, -14, -14, 5, -13, -8, -3, 4, 7, -5, -4
[13] CCN(CC)S(=O)(=O)c1ccc(N2CC(C(=O)NCc3cccnc3)CC2=O)cc1 (stereo unspecified)
    -10, 4, -8, -12, 11, 9, 1, 0, 4, 16, -12
[14] O=C1OCC/C1=C\c1ccccc1
    1, -3, 18, 17, -4, 12, -8, 6, -13, 3, -10
[15] COc1ccc(/C=C2/SC(=O)N(CCC(=O)Nc3ccccc3)C2=O)cc1OC
    -9, 20, 7, -9, 5, 1, -26, -7, 15, -2, -9
[16] Nc1nnc(SCC(=O)NC2CCCC2)s1
    -5, 2, 14, -2, -15, 6, 2, 16, 0, 2, -19
[17] Cc1ccccc1-c1nc(C#N)c(N2CCCCC2)o1
    7, 7, -8, -2, 1, -7, 4, 5, -18, 2, 3
[18] Cc1ccc(C2(c3ccc(C)cc3)CC2C(=O)NCc2cccnc2)cc1 (stereo unspecified)
    -6, -1, -16, -6, 3, -8, 8, 5, -6, 3, 7
[19] CC1CC(NC(=S)N(C)C)CC(C)(C)C1 (stereo unspecified)
    1, 13, 11, -2, 0, -6, -18, -20, -2, -5, 9
[20] CC(C)OC(=O)c1ccccc1C(=O)c1ccc(N)c([N+](=O)[O-])c1
    -3, -6, 8, 1, 2, -3, 1, -13, -10, 3, 7

The listing continues.
Every second line gives: NOD2 RIPK2 PPI, C8 TRAIL sens, NCOA3 inh, LMP1 NFkB inh, NCOA1 inh, TLR9-MyD88 block, NCOA2 inhibitor, NR5A2 inv ag, NR2F2 inh, Vif inh, TROY signal inh
[21] COc1ccc(C(=O)COc2ccc(NC(C)=O)cc2)cc1
    2, -19, 16, 1, -7, -3, 10, -13, 3, 4, 3
[22] N#CCCn1cc(C(=O)N2CCCCC2)c(-c2cccc([N+](=O)[O-])c2)n1
    -14, -18, -9, -7, 0, -8, -33, 10, 12, 2, -13
[23] COCCNC(=O)/C(C#N)=C1\N=C(NC(=O)c2cccs2)c2ccccc21
    -10, -7, 13, -2, -9, -2, -21, -4, -22, 19, -21
[24] Cc1ccc(S(=O)(=O)N2CN(Cc3ccco3)c3nc4ccccc4nc32)cc1
    12, -15, -21, -9, -21, 11, -15, 2, 8, -7, 5
[25] COCCN(Cc1nc2ccccc2c(=O)[nH]1)C(=O)COc1c(C)cc(Cl)cc1C
    1, 9, 0, -12, -59, 6, -13, 11, 4, -2, 7
[26] O=[N+]([O-])c1ccc(-c2nc(-c3ccncc3)no2)cc1
    4, 13, -32, -11, -38, 0, -14, -22, 5, 1, -36
[27] CC(=O)NC1CC2CCCC(C1)N2CC(=O)Nc1ccccc1 (stereo unspecified)
    -5, 2, 3, 0, 5, 3, -7, 4, -10, ., -47
[28] Cc1ccc(S(=O)(=O)N2CCC(C(=O)OCC(=O)N(Cc3ccccc3)C(C)(C)C)CC2)cc1C
    -4, 14, 12, 7, 19, 0, 2, 10, -3, -1, 14
[29] CCCNC(=O)Cn1c(=O)n(CC(=O)N2CCCCC2)c(=O)c2sccc21
    -8, -8, -39, 4, 12, -4, -14, -4, -7, -4, -11
[30] O=Cc1cn(CCC(=O)O)nc1-c1cccc(Cl)c1
    -3, 10, 21, -3, -27, 1, 7, -5, 9, 6, -15
[31] CCN(CC(=O)Nc1c(F)cccc1F)C(=O)CCOc1ccccc1
    -4, -5, 16, 5, 2, -4, -7, 9, -1, ., -6
[32] O=C(CC(=O)Nc1cccc(Cl)c1)N/N=C\c1ccccc1
    -7, -23, 1, -2, 0, -3, 6, 1, -15, -3, 2
[33] CCCc1cc(C(=O)Nc2ccc(C)cc2)no1
    -1, -2, -84, -38, -101, 4, -27, -111, -43, 1, -36
[34] CC(=O)C1=C(C)OC(N)=C(C#N)C1c1cccc2ccccc12 (stereo unspecified)
    10, -11, 18, -3, 6, 4, 3, 4, -3, 15, 18
[35] CN(C)S(=O)(=O)c1ccc(C(=O)OCCN=C2NS(=O)(=O)c3ccccc32)cc1
    0, -4, -15, -10, -5, -4, 8, 5, -14, ., 0
[36] COc1ccc(N2CCN(C(=O)COC(=O)Cc3ccc(F)cc3)CC2)cc1
    0, 11, 12, 8, -26, 0, -10, 7, 22, ?, 17
[37] O=C1/C(=C/c2cccc(O)c2)SC(=S)N1CC1CCCO1 (stereo unspecified)
    -11, 7, 0, 2, 1, 8, -34, 6, -11, -2, -34
[38] O=C(COC(=O)/C=C/c1ccc(S(=O)(=O)N2CCOCC2)cc1)NCc1ccccc1
    -8, 3, 5, 3, 8, 13, 1, -4, -7, -10, 23
[39] CC1CC1C(=O)Nc1nc2ccc(S(C)(=O)=O)cc2s1 (stereo unspecified)
    -3, 14, -24, 0, -44, -2, -33, 17, -25, -33, -40
[40] Cc1cccc(-n2ccc(=O)c(C(=O)O)n2)c1
    -4, -16, -1, 9, 8, 2, -18, 3, -6, -8, 3

(more compounds)
Every second line gives: NOD2 RIPK2 PPI, C8 TRAIL sens, NCOA3 inh, LMP1 NFkB inh, NCOA1 inh, TLR9-MyD88 block, NCOA2 inhibitor, NR5A2 inv ag, NR2F2 inh, Vif inh, TROY signal inh
[41] CC(C)CC(OC(=O)c1ccc(Cl)nc1)C(=O)NC1CCCC1 (stereo unspecified)
    3, -11, -5, 3, 7, -8, -5, -16, -16, -3, 5
[42] O=C(c1ccc(Cl)c(S(=O)(=O)N2CCCCCC2)c1)N1CCCC(C(F)(F)F)C1 (stereo unspecified)
    -4, -2, 11, 3, -21, 10, 27, -6, 17, -23, 18
[43] CCOC(=O)c1ccc(-c2cccc(-c3cc(=O)oc4cc(OC)cc(OC)c34)c2)cc1
    -2, 4, 6, 9, -5, 2, ., -18, ., 0, -12
[44] COc1cccc(C#CC2=CC(=O)C[C@H](c3ccc(F)cc3)C2)c1
    -7, 5, -3, -8, -2, -1, 19, -17, 4, -1, -1
[45] CCCCN(C(=O)c1[nH]c(C)c(C(=O)OCC)c1C)c1c(N)n(CCCC)c(=O)[nH]c1=O
    -12, 3, -4, 1, -20, -2, 1, -14, -15, 0, 12
[46] CCC1CCCCN1CCNS(=O)(=O)c1ccc2c(c1)CCN2C(C)=O (stereo unspecified)
    -13, 5, 9, 0, -17, -1, -24, -15, 1, 5, 6
[47] O=C(CN1CCN(Cc2cccc(Cl)c2)C1=O)NCC1CCCO1 (stereo unspecified)
    2, 11, -13, -2, -3, -96, 17, -6, 15, -14, 1
[48] CCn1c(CC(=O)Nc2ccccc2F)nnc1SCC(=O)NC1CCCCC1
    2, -4, 8, -39, -11, 6, -24, 5, 0, 11, -1
[49] Brc1ccc(-c2nn[nH]n2)cc1
    1, 12, 3, 0, -19, 0, 10, -6, 0, 2, -19
[50] S=C(NCc1ccco1)N1CCN(C(c2ccccc2)c2ccccc2)CC1
    6, 5, 12, -44, -28, -6, -4, 1, -14, 0, -3
[51] CCOc1ncccc1C(=O)Nc1c(C)n(C)n(-c2ccccc2)c1=O
    3, -2, -36, -12, -2, -10, 12, 7, -1, 6, 2
[52] Cc1ccccc1C(=O)Nc1c(C(=O)N2CCCC2)cnn1-c1ccccc1
    -10, -7, -7, 3, 1, 1, -10, -3, 2, ., -8
[53] CCOC(=O)C1(Cc2cccc(Cl)c2)CCCN(C(=O)c2ccco2)C1 (stereo unspecified)
    13, -4, -31, -13, 2, -5, 17, 8, -7, 24, -32
[54] CCOC(=O)N1CCC(NCCNC(=O)c2ccccc2)CC1
    -7&-17, 7&-14, -4&0, 2&3, 0&-28, -10&6, 29&-6, 6&10, 3&-21, 4&2, -16&8
[55] O=c1cc(CN2CCCc3ccccc32)nc2sccn12
    6, -7, 8, -2, -10, 1, -28, 7, -9, -7, -32
[56] COc1ccc(-c2cn3ccsc3n2)cc1
    -6, 54*, -79, -6, -117, 0, -64, -149, -40, ., -80
[57] CC(C)CNC(=O)C(=O)NCC(c1ccc2c(c1)OCO2)N1CCOCC1 (stereo unspecified)
    -8, -3, 4, 1, 9, -6, -16, 2, 3, 7, -4
[58] COc1ccc(CN(C(=O)c2oc3ccc(F)cc3c2C)C2CCS(=O)(=O)C2)cc1 (stereo unspecified)
    -1, 0, 20, -16, -11, -3, 9, -4, 18, -4, 4

Assay outcomes as filed in PubChem.
